CaV13 ICDI inh – Primary screen for inhibitors of IQ motif and Ca2+-dependent inactivation inhibitor domain binding in CACNA1D, Förster resonance energy transfer in living cells, …. HEK cells, CFP/YFP FRET ICDI-IQ, plate reader, 10 min; percent FRET-ratio fall versus neutral wells. inhibition, % at 12.3 µM. 340,000 tested, 0.098% active;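 active = mean replicate inhibition of at least 30% and at least 1% of replicates passing that level; inconclusive = only one of the two criteria is met; inactive = neither criterion is met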;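 note: 0% = median of the neutral control wells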
hiPSC survival – hiPSC single-cell survival enhancement. ATPlite luminescence; 100% = ROCK inhibitor wells, 0% = DMSO. survival enhancement, % at 20 µM. AID 602274. 360,000 tested, 0.044% active; in the data active = survival enhancement above about 18%;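 note: cells exposed to compounds for 16 hours before the ATP read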
aDG glyco act – increases alpha dystroglycan glycosylation | Pro5-aDG cells, alpha-DG glycosylation AlphaScreen (IIH6); 0% Pro5, 100% B10-LARGE cell signal | activation, % at 10 µM | 360,000 tested, 0.22% active;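 active = activation of at least 8% versus controls, or a plate z-score of at least 8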;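 note: Pro5 are CHO cells carrying HIG-tagged alpha-DG that lacks glycosylation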
NR2E3 ag-1 – human photoreceptor-specific nuclear receptor agonism; CHO-S Gal4-NCOR/VP16-NR2E3 two-hybrid, luciferase; AID 602229; inhibition of corepressor binding, % at 3.98 µM; Q9Y5X4; 360,000 tested, 0.35% active;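 active = inhibition above the mean of all tested compounds plus 3 SD, cut at about 70% in these data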;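 note: 0% = DMSO with NR2E3 transfected cells and 100% = cells lacking NR2E3 construct; higher means lower luciferase signal from less NR2E3 corepressor binding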
Target sequence (Q9Y5X4 whole entry, looked up, the tested form may be a part): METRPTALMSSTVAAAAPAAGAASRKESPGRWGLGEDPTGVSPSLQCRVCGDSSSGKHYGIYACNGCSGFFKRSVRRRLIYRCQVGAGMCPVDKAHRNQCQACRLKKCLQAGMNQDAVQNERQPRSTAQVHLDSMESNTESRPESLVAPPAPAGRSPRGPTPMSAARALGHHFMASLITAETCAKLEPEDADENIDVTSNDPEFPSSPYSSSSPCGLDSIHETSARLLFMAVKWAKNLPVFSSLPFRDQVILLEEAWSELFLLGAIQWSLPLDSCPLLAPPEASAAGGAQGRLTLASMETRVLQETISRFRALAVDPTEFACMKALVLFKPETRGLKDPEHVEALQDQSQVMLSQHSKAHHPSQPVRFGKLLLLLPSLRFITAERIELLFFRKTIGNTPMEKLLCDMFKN
NR2E3 ag-2 – agonists of human nuclear receptor NR2E3; Q9Y5X4; GST-NR2E3/biotin-RetCOR TR-FRET, 1536-well; inhibition of corepressor binding, % at 4.78 µM; 320,000 tested, 0.12% active; AID 2300;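 active = percent inhibition above the cutoff of mean plus 3 SD of all tested compounds, set per screening campaign, cut at about 20% in these data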;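 note: 0% = DMSO wells and 100% = biotin wells as full block of FRET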
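Material: NR2E3–RetCOR corepressor complex / Amount: 1.35 nM GST-NR2E3 / Medium: Tris pH 7.5 / Compound: single nominal compound dose of 4.8 µM / Incubation: 5 h at 4 °C / Technique: TR-FRET, Eu(K)-anti-GST donor, streptavidin-D2 acceptor, ex 340, em 617/671 nm / Read-out basis: percent loss of FRET ratio relative to control wells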
Peg3 prom inh – reduces Peg3 promoter-driven luciferase expression in HeLa | HeLa PEG-Prom luciferase reporter, luminescence, overnight | AID 588405 | inhibition, % at 20 µM | 360,000 tested, 1.7% active;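 active = inhibition of at least 50% at 20 µM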
MITF TRPM1 inh – inhibitors of MITF-driven TRPM1 promoter in melanoma cells; inhibition, % at 12.5 µM; 330,000 tested, 0.83% active; SK-MEL-5 TRPM1 promoter luciferase, 24 h;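 active = mean inhibition across replicates of 60% or more, whatever share of single replicates reaches that level; inconclusive = some that reach 60%, reason not given; inactive = mean inhibition across replicates below 60%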; note: values of inactives mirror those of a sister screen read the other way
Vif inh – blocks HIV Vif function. 340,000 tested, 0.35% active. AID 602346. HEK293T cells, Vif self-association by quenched fluorescence, imaging, 24 h. inhibition, % at 7.49 µM; in the data active = inhibition above about 50%, passing the limit was not always enough; inconclusive = no clear call, values can overlap the other calls; inactive = below about 31%; note: some results filed as inactive read as strong as hits
PDI inh – PDI (human) enzyme inhibition. 350,000 tested, 0.052% active. inhibition, % at 10 µM. AID 588391. P07237. PDI insulin aggregation turbidity, A650, 90 min;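 active = mean inhibition across replicates of 30% or more, whatever share of single replicates reach that level; inconclusive = mean inhibition below 30% while every single replicate reaches 30%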;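 note: absorbance from insulin aggregation driven by PDI reduction with DTT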
Target sequence (P07237 whole entry, looked up): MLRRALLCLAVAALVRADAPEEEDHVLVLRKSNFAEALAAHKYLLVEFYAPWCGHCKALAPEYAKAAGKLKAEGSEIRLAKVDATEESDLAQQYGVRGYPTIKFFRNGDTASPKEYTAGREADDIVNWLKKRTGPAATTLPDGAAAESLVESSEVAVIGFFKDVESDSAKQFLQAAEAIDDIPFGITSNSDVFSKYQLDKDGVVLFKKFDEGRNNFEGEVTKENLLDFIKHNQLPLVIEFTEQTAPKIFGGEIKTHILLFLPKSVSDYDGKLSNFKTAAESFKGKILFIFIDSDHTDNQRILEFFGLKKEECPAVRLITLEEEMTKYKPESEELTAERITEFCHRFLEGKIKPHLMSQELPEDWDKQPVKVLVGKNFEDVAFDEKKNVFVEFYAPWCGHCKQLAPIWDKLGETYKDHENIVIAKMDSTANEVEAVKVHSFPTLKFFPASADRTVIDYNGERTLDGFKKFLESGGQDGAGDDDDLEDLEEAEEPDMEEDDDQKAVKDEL
HIF-2a block – inhibitors of HIF-2a; 360,000 tested, 0.72% active; inhibition, % at 18.8 µM; AID 624352; 786-0 RCC cells HIF-2a reporter, luciferase luminescence, overnight;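 active = inhibition of the luminescence signal of 40% or more relative to plate controls, in a single-dose primary screen at 18.75 µM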
Granule exo inh – lytic granule exocytosis inhibition | 360,000 tested, 0.66% active | TALL-104 LAMP-1 surface exposure, flow cytometry; cells stimulated with thapsigargin and PMA | AID 651702 | inhibition, % at 10 µM;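 active = inhibition above about 55%, limit read from the data; inconclusive = no clear call, values can overlap the other calls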
* hit, by the source's call; ? = inconclusive; / = no result given.

SMILES	CaV13 ICDI inh	hiPSC survival	aDG glyco act	NR2E3 ag-1	NR2E3 ag-2	Peg3 prom inh	MITF TRPM1 inh	Vif inh	PDI inh	HIF-2a block	Granule exo inh
CCn1c(C(O)c2cc(OC)c(OC)c(OC)c2)nc2ccccc21 (configuration not stated)	-1	0.5	-0.1	2	0	3	10	0	-9	4	-2
Cc1cc(C)n2ncc(C(=O)Nc3cccc(O)c3)c2n1	5	-1.0	-0.2	-18	3	-2	22	-2	9	-32	-1
COC(=O)c1cccc(C(=O)Nc2ccc(C)cc2Br)n1	-9	-2.8	-0.1	-11	-2	-159	2	-4	-7	-136	0
NC(=O)c1csc(-c2ccc(CO)o2)n1	-9	-0.2	0.0	4	/	-7	/	6	/	0	5
CCCc1nc2ccc(C(=O)OC)cn2c1Cc1ccc(C)cc1	-3	0.3	-0.4	-20	/	-47	/	/	/	-83	-6
Clc1ccc(-c2cnnc(-c3ccccn3)n2)cc1	-9	-2.3	0.4	-88	/	-255	-88	27	-2	-277	-17
CCOC(=O)C1CCCN(C(=O)COC(=O)c2ccc(C#N)cc2)C1 (configuration not stated)	17	0.2	0.2	4	4	10	-5	1	9	14	1
Cc1ccc2c([N+](=O)[O-])c(C)ccc2n1	-5	0.3	-0.1	-6	-5	-2	1	-1	-5	2	2
CCOC(=O)C(C)Oc1ccc(OCc2ccccc2)cc1 (configuration not stated)	-7	-0.6	0.4	-6	1	0	-11	7	-5	17	-5
COc1ccc(NC(=O)c2oc3ccccc3c2NC(=O)C2CCCO2)cc1OC (configuration not stated)	-6	-0.5	-0.4	-17	4	-76	-25	-4	5	-164	7
CC(=O)Nc1ccc(Oc2ccc(NC(C)=O)c(NC(C)=O)c2)cc1	-6	-0.3	-0.2	8	2	5	1	-1	8	12	7
C/C(=N\N=C(N)N)c1ccc(C)c(C)c1	-10	-0.7	0.4	-24	1	20	1	1	-1	13	-10
COC(=O)c1ccccc1-n1cccc1C(=O)NP(=O)(N1CCOCC1)N1CCOCC1	-6	-1.4	0.0	11	3	16	-5	-28	-16	5	-1
Cc1c(NC(=O)CN2CCN(c3ccc([N+](=O)[O-])cc3)CC2)c(=O)n(-c2ccccc2)n1C	-4	3.5	0.0	-5	2	5	7	4	-1	11	1
O=C1NC(Cc2ccc(O)cc2)c2nc3ccc(Br)cc3c(=O)n2-c2ncccc21 (configuration not stated)	-8	2.3	0.2	-10	/	-4	/	?	?	-5	-1
CN1C(=O)C(/C(N)=N/NC(=O)c2ccccc2)C2CC1(C)Oc1ccccc12 (configuration not stated)	-2	-0.7	0.1	-8	2	0	-10	1	-4	13	-2
CN1CCN(CCCNC(=O)Nc2cccc3ccccc23)CC1	-4	-0.6	0.0	-3	5	11	5	7	9	19	-2
CCOC(=O)C1C(=O)NC(c2ccccc2)=NC1c1ccccc1 (configuration not stated)	-2	-1.8	0.2	-8	4	4	-3	4	9	-12	3
O=C(NCC1(c2ccccc2)CCCC1)c1ccco1	7	0.3	-0.1	-9	4	6	10	0	-7	10	1
Cc1ccc(S(=O)(=O)N2CCCCC2)cc1C(=O)OC1CCCCC1=O (configuration not stated)	-15	-0.3	-0.1	22	-1	-1	6	-2	-2	10	4

Whole records, looked up by structure. Screens in order: CaV13 ICDI inh | hiPSC survival | aDG glyco act | NR2E3 ag-1 | NR2E3 ag-2 | Peg3 prom inh | MITF TRPM1 inh | Vif inh | PDI inh | HIF-2a block | Granule exo inh
CN1CCN(CCCNC(=O)Nc2cccc3ccccc23)CC1 is entered as -4 | -0.6 | 0.0 | -3 | 5 | 11 | 5 | 7 | 9 | 19 | -2
Cc1c(NC(=O)CN2CCN(c3ccc([N+](=O)[O-])cc3)CC2)c(=O)n(-c2ccccc2)n1C is entered as -4 | 3.5 | 0.0 | -5 | 2 | 5 | 7 | 4 | -1 | 11 | 1
CC(=O)Nc1ccc(Oc2ccc(NC(C)=O)c(NC(C)=O)c2)cc1 is entered as -6 | -0.3 | -0.2 | 8 | 2 | 5 | 1 | -1 | 8 | 12 | 7

Other records follow:
SMILES	CaV13 ICDI inh	hiPSC survival	aDG glyco act	NR2E3 ag-1	NR2E3 ag-2	Peg3 prom inh	MITF TRPM1 inh	Vif inh	PDI inh	HIF-2a block	Granule exo inh
CC1(Cc2ccccc2C#N)C(=O)Nc2ccc(-c3ccc4[nH]ccc4c3)cc21 (configuration not stated)	/	-0.3	0.0	-103	/	14	/	/	8	-35	16
CCO[C@H]1OC(C(=O)NCc2ccccc2)=C[C@@H](c2coc3ccccc3c2=O)[C@@H]1CCCO	-11	-1.4	-0.2	27	3	3	-5	-9	/	4	-9
Cc1ccccc1NC(=O)CC1C(=O)Nc2ccccc2N1CC(=O)N(C)C1CCS(=O)(=O)C1 (configuration not stated)	-6	-0.3	0.1	-48	1	-27	4	-4	-2	-39	2
CC1CN(c2ccc([N+](=O)[O-])c(NCCOc3ccccc3)c2)CCN1 (configuration not stated)	-3	-0.6	0.6	0	1	26	-4	16	7	-11	5
COc1ccc(NC(=O)c2ccc[n+]([O-])c2)cc1	-2	-0.2	-0.1	2	1	-1	-2	22	1	7	-3
Cc1ccc(OCC(=O)Nc2ccccc2-c2ccccc2NC(=O)COc2ccc(C)cc2)cc1	-15	-0.3	0.1	8	3	25	16	0	0	19	21
CCn1c(SCC(=O)Nc2ccc(N3CCOCC3)cc2)nnc1-c1ccncc1	-7	0.1	0.0	-15	-4	-12	10	17	2	0	-8
O=C1NC(=S)N(C(=O)c2ccc(F)cc2)/C1=C/c1cccnc1	-5	0.3	-0.1	-24	1	-18	/	-7	2	-32	-4
Cn1c(N)c(C(=O)COC(=O)C(Cc2ccccc2)NC(=O)c2ccccc2)c(=O)n(C)c1=O (configuration not stated)	-4	1.9	0.0	-36	3	4	7	-4	1	3	-3
Cc1cc(N2CCOCC2)n2cc(-c3ccc(F)cc3)nc2n1	6	-0.7	1.7	8	1	-4	-8	1	0	17	0
O=C(c1cc2c(=O)n3ccccc3nc2s1)N1CCN(Cc2ccccc2)CC1	-3	-0.4	-0.1	-12	4	5	2	3	18	6	-16
CCOc1cc(C(C(=O)NCC2CCCO2)N(C(=O)Cn2nnc3ccccc32)c2ccccc2C(C)=O)ccc1O (configuration not stated)	-4	-0.6	0.0	-7	-3	5	6	7	7	5	18
CCCC(=O)Nc1c(-c2ccccc2Cl)c(=O)c2ccccc2n1C	-20	-0.4	-0.2	-4	1	7	-15	/	1	14	6
Cc1ccc(OC(=O)CCC(=O)Nc2ccc(C)c(C)c2)cc1	-4	-0.6	0.0	2	-2	19	1	-5	-1	23	-1
C/C(=N\NC(=O)c1c(-c2ccccc2Cl)noc1C)c1cccc(NC(=O)C(C)C)c1	-3	-1.2	-0.2	-12	-3	-3	1	8	2	10	-2
C=CCNC(=O)/C(C#N)=C\c1cc(Cl)c(OCC)c(OC)c1	-20	4.5	0.0	-25	5	-5	-5	2	0	21	-3
COc1ccc(/C=N/Nc2nc3ccccc3[nH]2)cc1OC	-14	-1.3	0.0	-90	-6	-186	-84	4	0	-188	4
COC(=O)c1ccc(OCC(O)CN2CCN(C(=O)c3ccco3)CC2)c(OC)c1 (configuration not stated)	-2	0.5	0.0	-9	0	13	6	-2	-6	25	-14
O=C(COc1ccccc1Cl)NCCNC(=O)c1ccco1	-3	-0.2	0.1	-19	2	1	-7	9	-5	5	11
CCOC(=O)c1cc(CC)sc1NC(=O)COC	-8	-1.0	0.0	-1	1	-16	13	9	-8	-22	4
COC(=O)NNC(=O)/C=C/c1ccccc1	-6	2.5	-0.2	-9	-1	-3	-1	2	12	9	-5
CN(C)S(=O)(=O)c1ccc(C(=O)NCCc2ccco2)cc1	-7	1.1	-0.1	-31	3	-117	-41	-13	-9	-59	-8
COc1ccc(-c2cc(C(=O)O)c3sc(N4CCCCC4)nc3n2)cc1OC	-3	0.7	-0.1	-12	-1	4	-9	21	-3	14	-15
O=C(NCCCc1ccccc1)c1cc([N+](=O)[O-])ccc1Cl	10	-0.3	0.2	-6	6	18	-2	-2	-7	5	-1
N#CC1=C(N)N2C(=C(C#N)C1c1cccc(Br)c1)Nc1ccccc12 (configuration not stated)	-14	-1.8	0.2	-8	2	40	51	-19	-2	3	21
COc1cc(C(=O)Nc2ccccc2-c2nnn(CC(N)=O)n2)cc(OC)c1OC	0	-0.8	-0.1	-10	4	-3	-23	-2	-3	-1	-4
COc1ccc2oc(C(=O)OC(C)C(=O)Nc3ccc(N4CCOCC4)cc3)c(C)c2c1 (configuration not stated)	-5	0.5	0.4	-26	2	-15	6	1	-9	-30	-2
CCc1[nH]nc2c1C(c1cccnc1)C(C#N)=C(N)O2 (configuration not stated)	-5	-0.1	-0.3	-11	-1	-7	9	/	2	8	-1
NC(=O)/C=C/C(=O)Nc1ccc(Cl)cc1	-5	-0.7	0.1	2	3	63*	2	-7	-9	13	10
CC(=O)c1c(N)n(C)c(=O)n(C)c1=O	-7	-0.1	-0.1	-8	0	-2	3	4	4	-3	8
COc1cccc(NC(=O)c2ccc(NCCCN3CCC(C)CC3)c([N+](=O)[O-])c2)c1	-2	-0.6	1.2	-17	1	6	-17	-4	-7	7	9
Cc1occc1-c1nnc(SCC(=O)N2CCOCC2)n1Cc1ccco1	-5	2.9	0.1	-1	1	7	3	17	-1	15	-1
NC(=O)C1CCN(CC(O)CSc2ccccc2)CC1 (configuration not stated)	6	-0.3	-0.1	-2	-2	17	-3	-2	-6	21	-5
COc1ccccc1OCc1nc(Cc2ccc(Cl)cc2)no1	3	-1.3	-0.1	-20	6	-16	0	24	-5	-5	0
Cc1ccc(S(=O)(=O)Cc2ccc(C(=O)N3CCN(Cc4ccccc4)CC3)o2)cc1	5	-2.0	-0.4	-1	4	-14	5	4	0	8	13
O=C(Cn1cc(C(F)(F)F)ccc1=O)N1CCCc2ccccc21	-6	-0.8	-0.1	-14	/	0	-6	6	2	11	-8
COc1cc(C)ccc1OCc1cc(C(=O)NC(C)Cn2cncn2)no1 (configuration not stated)	-10	-0.3	0.1	-119	1	-327	-119	5	8	-254	1
Cc1ccc(C(=O)N/C(=C\c2cccc([N+](=O)[O-])c2)C(=O)OCN2C(=O)c3ccccc3C2=O)cc1	-16	4.8	-0.3	-29	-3	-2	-5	14	-3	-19	-1
CC1=NNC(=O)C1CC(=O)N/N=C/C=C/c1ccccc1 (configuration not stated)	0	2.6	0.1	-13	-3	6	6	1	2	2	-3
COC(=O)C(C)N=Cc1ccccc1 (configuration not stated)	-6	0.0	0.2	-3	-1	22	-5	2	7	9	-14
Cc1ccccc1OCCC(=O)N1CCN(S(=O)(=O)c2ccccc2F)CC1	-9	-0.3	0.0	-3	-4	19	-3	-4	-5	8	1
COc1ccc(C)cc1NC(=O)CN1CCN(c2ccccn2)CC1	-19	-0.5	0.2	-4	-2	10	11	/	1	19	-2

Assay outcomes deposited in PubChem BioAssay by several laboratories.
